Bioassay records as filed in PubChem BioAssay.
SUMO1-SIM PPI: alters human SUMO1 binding to SIM partners. P63165. inhibition, % at 20 µM. SUMO1 binding to a labelled peptide, TR-FRET, 1 h. hit rate 0.33% among 360,000; in the data active = inhibition above about 37%
Target sequence (P63165 whole entry, looked up): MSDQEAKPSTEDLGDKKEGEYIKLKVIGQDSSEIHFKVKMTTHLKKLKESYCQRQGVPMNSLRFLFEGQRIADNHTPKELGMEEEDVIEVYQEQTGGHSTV
NadD inh: blocks S. aureus nicotinate mononucleotide adenylyltransferase; hit rate 0.78% among 360,000; purified NadD enzyme, colorimetric absorbance read-out; inhibition, % at 20 µM; in the data active = inhibition above about 26%; note: some compounds past the cut are filed as inactive
Rpn11 inh: inhibitors of human proteasome Rpn11 | calls only at 20 µM | human 26S proteasome, Ub4-pepOG fluorescence polarization; 20S core pre-blocked with epoxomicin | O00487 | AID 588493 | hit rate 0.59% among 360,000;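 active = inhibition at 20 µM, scaled to each plate's controls, above about 33%, limit read from the data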
Target sequence (O00487 whole entry, looked up): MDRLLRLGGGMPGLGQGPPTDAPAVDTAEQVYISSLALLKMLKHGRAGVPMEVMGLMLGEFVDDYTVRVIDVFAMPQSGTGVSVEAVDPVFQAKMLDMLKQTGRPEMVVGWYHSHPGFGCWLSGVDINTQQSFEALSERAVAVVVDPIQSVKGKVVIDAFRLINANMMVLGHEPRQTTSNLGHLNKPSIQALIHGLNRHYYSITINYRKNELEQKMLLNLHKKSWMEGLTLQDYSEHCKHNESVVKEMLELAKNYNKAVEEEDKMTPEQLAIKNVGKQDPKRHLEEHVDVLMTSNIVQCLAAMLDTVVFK
STEP inh: blocks human striatal-enriched tyrosine phosphatase; hit rate 0.25% among 360,000; inhibition, % at 20 µM; recombinant STEP, OMFP fluorogenic substrate, fluorescence; AID 588621; P54829;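 active = inhibition at 20 µM, scaled per plate between control wells, above about 37%, limit read from the data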;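 note: 0% = DMSO with enzyme and substrate and 100% = substrate only without enzyme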
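Test system: STEP tyrosine phosphatase / Reagent: OMFP at 25 µM / Doses: 20 µM, 1% DMSO / Read-out: percent inhibition scaled to no-enzyme and uninhibited-enzyme controls, plate-pattern corrected / Detection: FITC-channel fluorescence of OMFP product / Medium: Bis-Tris buffer pH 6.0, 2.5 mM DTT, 0.005% Tween 20 / Schedule: 20 min at room temperature, dark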
TbMetRS inhib: blocks T. brucei methionyl-tRNA synthetase activity; purified T. brucei MetRS, ATP depletion, Kinase-Glo luminescence; inhibition, % at 11.9 µM; hit rate 0.4% among 360,000;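 active = inhibition above a per-plate cutoff of the control wells' mean inhibition plus 3 SD, cut at about 5.5% in these data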;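 note: 0% = DMSO wells median and 100% = median of wells with control inhibitor compound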
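Material: parasite MetRS enzyme / Replication: singlicate, one well per compound / Signal: luminescence of leftover ATP / Schedule: 2 h aminoacylation at 25 °C after 15 min preincubation / Medium: HEPES-MgCl2-KCl buffer plus DTT, spermine, BSA, pyrophosphatase / Doses: 11.9 µM single point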
MsrA inh: bovine MsrA inhibition; purified bovine MsrA, absorbance read-out; hit rate 0.75% among 360,000; inhibition, % at 15.5 µM; in the data active = inhibition above about 4.5%;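 note: 0% = vehicle wells with enzyme and 100% = reference inhibitor wells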
CSN inh: inhibitors of human CSN-mediated cullin deneddylation; Purified CSN, SCF-Nedd8-OG deneddylation, fluorescence polarization; Q92905; inhibition, % at 12.5 µM; hit rate 0.38% among 360,000;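 active = pattern-corrected inhibition above about 35%, with an unprinted fluorescence ratio check between 0.5 and 1.5, limit read from the data, passing the limit was not always enough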;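 note: 0% = enzyme with substrate and 100% = substrate without enzyme; some results filed as inactive read as strong as hits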
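Assay system: purified human Csn5 enzyme expressed in HEK293T cells; measure: % inhibition; also added: SCFSkp2-Nedd8OG substrate at 10 nM final; technique: fluorescence polarization; times: reaction 90 min, room temperature; medium: Tris buffer pH 7.5, NaCl, DTT, Tween-20, trehalose, ovalbumin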
Scp1 inh: inhibitors of human Scp-1 phosphatase; Q9GZU7; Recombinant Scp1, phosphopeptide, malachite green phosphate absorbance; inhibition, % at 20 µM; hit rate 0.88% among 340,000; AID 493091;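 active = inhibition above about 50% at 20 µM, limit read from the data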;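 note: plate controls were DMSO wells with enzyme for no effect and wells lacking enzyme for full effect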
Target sequence (Q9GZU7 76-261 limits assumed): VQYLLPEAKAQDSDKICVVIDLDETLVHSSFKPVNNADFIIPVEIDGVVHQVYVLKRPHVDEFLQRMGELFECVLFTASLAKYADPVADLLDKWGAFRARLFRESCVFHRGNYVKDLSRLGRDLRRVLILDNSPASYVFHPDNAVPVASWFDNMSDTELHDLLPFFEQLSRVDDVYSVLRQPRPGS
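assay system = SCP-1 phosphatase catalytic domain, residues 76-261 | buffer or medium = 50 mM Tris acetate pH 5.5, 0.005% Tween-20, 10 mM MgCl2 | incubation = enzyme reaction 45 min at room temperature, colour 5 min, stabilisation 30 min | signal = Phosphate-binding colour reagent, absorbance read at 630 nm | measure = % inhibition at 20 µM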
DNMT1 block: inhibitors of human DNMT1; P26358; DNMT1 molecular beacon, Hinp1I cleavage, fluorescence; inhibition (reported as % activation of signal), % at 10 µM; hit rate 0.83% among 360,000; in the data active = inhibition above about 50%
LMPTP inh: LMPTP (human) inhibition. P24666. recombinant LMPTP-A, OMFP fluorogenic substrate, fluorescence intensity. inhibition, % at 20 µM. hit rate 0.22% among 360,000. AID 651560;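 active = compounds that cut the enzyme signal by at least half of the control window in the single-dose screen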;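 note: plate controls were DMSO wells with enzyme plus substrate for no effect and substrate without enzyme for full effect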
Target sequence (P24666 whole entry, looked up): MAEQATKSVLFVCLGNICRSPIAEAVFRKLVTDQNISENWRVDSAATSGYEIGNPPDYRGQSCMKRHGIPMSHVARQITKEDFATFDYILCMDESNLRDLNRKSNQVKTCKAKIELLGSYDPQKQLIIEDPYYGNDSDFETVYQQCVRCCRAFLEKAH
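Assay system: LMPTP-A enzyme. Input: 0.625 nM LMPTP-A final. Probe or stimulus: 400 µM OMFP. Compound dosing: single 20 µM dose. Schedule: 50 min dark incubation at room temperature. Detection: fluorescence intensity of OMFP turnover product. Read-out: percent inhibition versus substrate-only and uninhibited controls. Benchmarks: no-enzyme low control, uninhibited high control.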
* marks the source's active call; other numbers are inactive results; i = inactive; . = not tested or not shown.

SUMO1-SIM PPI	NadD inh	Rpn11 inh	STEP inh	TbMetRS inhib	MsrA inh	CSN inh	Scp1 inh	DNMT1 block	LMPTP inh	SMILES
4	-5	.	.	-0.6	1.5	0	.	.	1.5	CCc1ncn(CCc2ccccc2OC)c1C(C)C
1	12	i	2	0.0	1.1	6	2	-5	0.0	Cc1ccc(C(=O)N2CCC3(CC2)Oc2ccc(Cl)cc2C(=O)C32CC(c3ccc(Cl)cc3)=NO2)s1 (configuration not stated)
-3	2	i	3	-0.3	-1.1	2	5	-1	-0.8	Cc1ccc(O)c(NC(=O)C2CCCCC2)c1
-12	0	i	12	-0.9	1.4	12	1	1	-0.8	O=C(Oc1c(Br)cc([N+](=O)[O-])cc1Br)c1cccnc1
-19	10	i	11	0.6	2.0	2	5	2	0.6	COc1cc(/C=N/NS(=O)(=O)c2ccc(C(C)(C)C)cc2)cc([N+](=O)[O-])c1O
1	12	i	2	-0.8	-0.3	-20	-5	10	3.4	CCOC(=O)c1c(NC2=NS(=O)(=O)c3ccccc32)sc2c1CCC(C)C2 (configuration not stated)
-1	-7	i	-3	0.5	0.7	8	-5	-4	-2.7	CCn1c(C(C)NC(=O)c2ccc(Cl)cc2)n[nH]c1=S (configuration not stated)
7	-2	i	1	-0.3	-1.3	-13	-7	-3	0.6	CCOc1cccc(/C=N/N2C(C)CCCC2C)c1O (configuration not stated)
10	-3	i	4	-0.2	-1.0	3	1	-24	2.7	O=C(C1=C[C@@H](C2CCCCC2)C[C@@H](OCc2ccc(CO)cc2)O1)N1CCN(Cc2ccc3c(c2)OCO3)CC1
-5	-5	i	0	0.3	1.2	6	.	-7	0.6	Cc1cc(C)cc(Cn2c3ccc(NC(=O)NCCc4cccs4)cc3c(=O)n2C)c1
4	9	i	1	-0.4	-0.2	3	7	-3	-0.9	CCOCCCNC(=S)N1CCC(C(=O)c2ccc(C)cc2)CC1
-33	-2	i	2	-1.1	0.7	0	-7	-3	2.4	Cc1nn(-c2cc(N3CCCCCC3)ccc2[N+](=O)[O-])c(=O)c2ccccc12
-3	11	i	-1	-1.0	-0.5	-16	1	1	-1.4	COc1ccc(-n2cc(-c3ccccc3)[n+]3c2CCCCC3)cc1
-1	-6	i	1	-0.5	-0.4	-2	10	-3	-0.6	O=C(NCc1ccc2c(c1)OCO2)c1ccco1
2	1	i	1	0.3	-0.4	-5	-5	2	-0.4	CCc1ccc(-n2c(=O)c3c(C)c(C(=O)N(C)C)sc3n(CC(=O)NCc3ccco3)c2=O)cc1

As a working copy, part of the list above:
SUMO1-SIM PPI	NadD inh	Rpn11 inh	STEP inh	TbMetRS inhib	MsrA inh	CSN inh	Scp1 inh	DNMT1 block	LMPTP inh	SMILES
4	-5	.	.	-0.6	1.5	0	.	.	1.5	CCc1ncn(CCc2ccccc2OC)c1C(C)C
1	12	i	2	0.0	1.1	6	2	-5	0.0	Cc1ccc(C(=O)N2CCC3(CC2)Oc2ccc(Cl)cc2C(=O)C32CC(c3ccc(Cl)cc3)=NO2)s1 (configuration not stated)
-3	2	i	3	-0.3	-1.1	2	5	-1	-0.8	Cc1ccc(O)c(NC(=O)C2CCCCC2)c1
-12	0	i	12	-0.9	1.4	12	1	1	-0.8	O=C(Oc1c(Br)cc([N+](=O)[O-])cc1Br)c1cccnc1
-19	10	i	11	0.6	2.0	2	5	2	0.6	COc1cc(/C=N/NS(=O)(=O)c2ccc(C(C)(C)C)cc2)cc([N+](=O)[O-])c1O
1	12	i	2	-0.8	-0.3	-20	-5	10	3.4	CCOC(=O)c1c(NC2=NS(=O)(=O)c3ccccc32)sc2c1CCC(C)C2 (configuration not stated)
-1	-7	i	-3	0.5	0.7	8	-5	-4	-2.7	CCn1c(C(C)NC(=O)c2ccc(Cl)cc2)n[nH]c1=S (configuration not stated)
7	-2	i	1	-0.3	-1.3	-13	-7	-3	0.6	CCOc1cccc(/C=N/N2C(C)CCCC2C)c1O (configuration not stated)
10	-3	i	4	-0.2	-1.0	3	1	-24	2.7	O=C(C1=C[C@@H](C2CCCCC2)C[C@@H](OCc2ccc(CO)cc2)O1)N1CCN(Cc2ccc3c(c2)OCO3)CC1
-5	-5	i	0	0.3	1.2	6	.	-7	0.6	Cc1cc(C)cc(Cn2c3ccc(NC(=O)NCCc4cccs4)cc3c(=O)n2C)c1

Next structures:
SUMO1-SIM PPI	NadD inh	Rpn11 inh	STEP inh	TbMetRS inhib	MsrA inh	CSN inh	Scp1 inh	DNMT1 block	LMPTP inh	SMILES
1	-6	i	-1	-1.0	0.2	1	-1	3	0.7	COc1ccc(NC(=O)CN2CCN(C(=O)N3CCOCC3)CC2)cc1
-9	-7	i	-1	-0.5	2.8	3	3	1	-0.5	O=C(O)c1ccc(N=Cc2nc(-c3ccco3)oc2O)cc1
-1	-1	i	1	-0.1	1.0	0	-4	2	1.6	CCn1c(SCC(=O)Nc2sc3c(c2C#N)CCCC3)nnc1-c1ccco1
-19	12	i	1	-0.4	0.2	6	6	-2	2.5	Cc1ccc([N+](=O)[O-])cc1S(=O)(=O)Nc1cccc(-c2ccc(N3CCOCC3)nn2)c1
-6	2	i	-1	-0.2	0.7	-4	-5	5	-2.6	COc1ccc2c(c1)[C@H]1[C@H](CO2)[C@H](c2ccccc2)[C@]2(C)C(=O)N[C@H](C)C(=O)N12
0	2	i	7	-0.4	-0.6	9	4	17	-0.2	O=C1CC(c2ccco2)CC(O)=C1C=Nc1cc(Cl)cc(Cl)c1 (configuration not stated)
-2	-3	i	-4	-0.2	-0.6	-2	-4	-5	-0.5	COc1ccc(-c2nnc(SCc3c(C)noc3C)n2N)cc1OC
13	-1	i	-2	0.5	-1.3	43	-10	6	-1.4	CC(C)C1CC(c2ccccc2)(C(CN)CO)CCO1 (configuration not stated)
-8	0	i	0	0.0	-0.8	4	-3	1	0.2	CCc1cc2cccc(C)c2nc1SCC(=O)Nc1cc(C)on1
1	5	i	-1	-0.3	0.1	-4	-6	-1	-1.0	COC(=O)[C@@]12CCCN1[C@H](c1ccc(-c3ccc(OC)cc3)c(OC)c1)[C@H]1C(=O)N(C)C(=O)[C@H]12
3	-1	i	1	0.0	-0.7	2	5	3	-0.7	Cc1cc(C)cc(C(=O)NCC(=O)OCC(=O)N2c3ccccc3NC(=O)C2(C)C)c1
2	2	i	-1	-0.8	-0.4	5	-2	32	-1.0	C=CCN(CC=C)S(=O)(=O)c1ccc(C(=O)Nc2sc3c(c2C(N)=O)CCCCC3)cc1
1	-5	i	4	-0.9	0.1	1	9	12	1.6	COc1ccc(C(=O)Nc2ccc3c(c2)C(=O)NC3=O)cc1
5	2	i	-1	-0.2	-0.6	0	-2	4	-0.2	Cc1cc(NC(=O)CSCC(=O)Nc2nc3ccccc3s2)no1
-24	15	i	0	0.1	1.5	2	-10	0	-7.8	NC(=O)C1CCN(C(=O)Cc2ccsc2)CC1

SUMO1-SIM PPI	NadD inh	Rpn11 inh	STEP inh	TbMetRS inhib	MsrA inh	CSN inh	Scp1 inh	DNMT1 block	LMPTP inh	SMILES
6	3	i	5	-0.3	1.3	-6	-6	-1	-1.2	O=C(NCCCN1CCCC1=O)c1ccc(S(=O)(=O)Nc2ccccc2)cc1
0	.	.	.	0.9	1.7	6	.	.	3.3	Nc1sc(Cc2ccccc2)cc1C(=O)c1c(-c2ccccc2)[nH]c2ccccc12
5	-6	i	-3	0.2	-1.0	-2	-6	2	-0.6	COCCCNC(=O)CN(c1ccc(F)cc1)S(=O)(=O)c1ccc2c(c1)OCCO2
3	-6	i	-1	0.1	-0.2	2	-5	-1	1.0	CCOC(=O)c1ccccc1NC(=O)CN(c1cccc(OC)c1)S(C)(=O)=O
-3	-1	i	-2	-0.5	-0.8	-3	-6	-1	-1.3	COc1ccc(OCC(=O)N2CCN(C(=O)c3ccccc3)CC2)cc1
0	-6	i	0	1.9	2.6	7	-2	1	0.2	COc1ccc(Br)cc1S(=O)(=O)Nc1ncccc1C
0	0	i	-7	0.1	0.8	2	-10	-5	-0.6	COC(=O)c1ccc(NC(=O)c2cccc(OC)c2)cc1
-5	-5	i	-1	0.1	0.3	-3	-7	-3	-0.8	COc1ccc(NC(=O)CN(C)C2=NS(=O)(=O)c3ccccc32)cc1Cl
-23	-4	i	0	-0.2	.	-6	-12	2	0.6	O=C(NNS(=O)(=O)c1ccc(F)cc1)c1ccc([N+](=O)[O-])cc1
4	13	i	2	-0.4	-0.8	4	-1	0	5.1	COc1ccc2oc(C(=O)N3CCN(C(c4ccccc4)c4ccccc4)CC3)c(C)c2c1
0	-2	i	3	-0.6	-0.3	-2	-7	-1	0.1	CC1(C)C(=O)N(c2ccccc2Cl)C(=O)c2ccccc21
3	-9	i	-6	0.5	-0.2	-1	-18	-5	3.3	O=C1CN(C(=O)COC(=O)c2cccc(OCc3ccccc3)c2)c2ccccc2N1
0	-4	i	3	0.0	0.5	1	-4	0	-0.3	Nc1ccccc1-c1nnn(CC(=O)N2CCCc3ccccc32)n1
-2	-2	i	-1	1.2	1.1	-2	-16	2	-2.5	CC(NCCC1(C(C)C)CCOC(C)(C)C1)c1cccs1 (configuration not stated)
0	-2	i	-2	-0.9	-0.4	-7	-2	-3	-0.2	COc1cccc2c1OCC(CN1CCN(CCC(C)C)C(CCO)C1)=C2 (configuration not stated)

SUMO1-SIM PPI	NadD inh	Rpn11 inh	STEP inh	TbMetRS inhib	MsrA inh	CSN inh	Scp1 inh	DNMT1 block	LMPTP inh	SMILES
0	11	i	2	-0.2	1.4	-5	-9	9	1.6	COc1ccc(/C=C/C(=O)OCC(=O)c2ccc(S(=O)(=O)N3CCCCC3)cc2)cc1OC
0	-7	i	-1	-0.7	0.1	0	-12	-6	-1.0	CCn1c(COc2ccc(Cl)cc2)nnc1SCC(=O)Nc1ccc2c(c1)OCO2
31	1	i	-3	-0.5	0.2	-2	-11	1	-0.3	COC(=O)c1cn[nH]c1N
4	-4	i	15	-1.4	0.3	2	-12	-1	0.2	COc1ccc(CNC(=O)Cc2cn(C)c3ccccc23)c(OC)c1
-1	30*	i	2	-1.6	1.2	-10	4	11	1.7	O=C(Nc1cccc(S(=O)(=O)N2CCCCC2)c1)c1c2c(nc3ccccc13)CCN(Cc1ccccc1)C2
-1	-3	i	1	0.6	-0.3	-18	-4	-2	0.4	Cc1nc2cc(C(=O)N3CCc4ccccc43)ccc2n1-c1ccc(F)c(F)c1
-16	-4	i	-1	-0.8	-0.3	2	-7	-2	-0.2	O=[N+]([O-])c1cnn(-c2nc(-c3ccco3)cc(C(F)(F)F)n2)c1
